High-throughput results as filed in PubChem BioAssay.
KB-3-1 tox – KB-3-1 parental cell cytotoxicity; KB-3-1 viability, CellTiter-Glo ATP luminescence, 72 h; Potency, µM (highest dose often 46.1 µM), for inactives: at the top dose activity change, negative = cytotoxic, actives largely listed as cytotoxic; hit rate 1.4% among 400,000; AID 1347075; note: % is set by controls: 0 for no effect and ±100 for the full control effect; nearly all actives have a fitted effect of over 60% in size
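Viability of parental KB-3-1 cells, measured by CellTiter-Glo luminescence, followed a 72 h incubation at 37 °C with pinned compounds in phenol-red-free DMEM containing 10% FBS.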
HEK293 tox – cytotoxicity counter-screen for GLP-1 receptor inverse agonists; Potency, µM (top dose mostly 38.3 µM), for inactives: at the top dose activity change, negative = inhibition, hits mostly inhibitors; HEK293 cAMP-luciferase reporter cells, luminescence, 24 h; hit rate 0.13% among 410,000;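 note: loss of luciferase light is scored as toxicity; % is set by controls: 0 for no effect and ±100 for the full control effect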
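A 23 nL compound transfer followed 12 hours of cell culture at 37 deg C; exposure then lasted 24 hr. Luciferase assay detection reagent was dispensed and plates read for luminescence after a 12 min room-temperature wait.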
KB-V1 cytotox – KB-V1 MDR subline cytotoxicity. KB-V1 MDR cells viability, CellTiter-Glo, 72 h. Potency, µM (series often up to 46.1 µM), for inactives: top-dose activity change, negative = cytotoxicity, most hits filed as cytotoxic. hit rate 3.4% among 400,000; note: % is set by controls: 0 for no effect and ±100 for the full control effect; nearly all actives have a fitted effect of over 60% in size
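In this primary screen, KB-V1 cells overexpressing P-gp are incubated with library compounds (lowest to highest concentration) for 72 h at 37 degrees C before a luminescent ATP viability read.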
GLP-1R agonist – agonists of human GLP-1 receptor. P43220. HEK293 GLP-1R CRE-luciferase, luminescence, 4-6 h; cells express a hypersensitive GLP-1R form. Potency, µM (highest dose often 45.6 µM), for the others: top-dose activation, actives largely listed as activators. hit rate 0.007% among 380,000; note: % of control where 0% means no effect
Target sequence (P43220 whole entry, looked up): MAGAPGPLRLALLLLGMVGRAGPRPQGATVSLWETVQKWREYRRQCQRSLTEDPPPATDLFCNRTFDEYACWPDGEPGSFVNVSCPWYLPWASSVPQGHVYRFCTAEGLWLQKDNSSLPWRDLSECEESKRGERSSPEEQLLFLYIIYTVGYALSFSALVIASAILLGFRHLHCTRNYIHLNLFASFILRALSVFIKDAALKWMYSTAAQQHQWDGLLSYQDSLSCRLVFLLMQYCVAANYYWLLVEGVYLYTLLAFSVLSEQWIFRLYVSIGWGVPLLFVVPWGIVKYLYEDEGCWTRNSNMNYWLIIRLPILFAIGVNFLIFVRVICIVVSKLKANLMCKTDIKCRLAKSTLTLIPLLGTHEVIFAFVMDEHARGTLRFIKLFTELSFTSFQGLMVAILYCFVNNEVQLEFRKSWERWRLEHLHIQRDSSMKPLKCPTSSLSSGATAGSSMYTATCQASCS
SW480 rereplic – induces DNA re-replication in SW480 colon adenocarcinoma cells; SW480 DNA re-replication, Hoechst DNA content imaging, 48 h; Potency, µM (highest dose often 46.1 µM), inactives show at the top dose re-replication activation, usual class: activators; hit rate 1.8% among 340,000; note: % of control where 0% means no effect; nearly all actives have a fitted effect of over 55% in size
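Readout is total intensity of Hoechst-stained nuclei, excited at 405 nm and collected at 500-530 nm. Compound treatment lasted 48 hr at 37 C in 5% CO2 before staining.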
HT1080-NT tox – kills 2HG-producing HT-1080-NT fibrosarcoma cells; hit rate 1.6% among 360,000; HT-1080-NT fibrosarcoma viability, CellTiter-Glo ATP luminescence, 48 h; AID 686970; Potency, µM (series often up to 46.1 µM), for the others: at the top dose activity, negative = less viability, actives largely listed as cytotoxic;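 note: NT is the 2HG producing partner of a matched IDH1 knockdown line; 0% = DMSO-treated cells and -100% = media-only wells without cells; nearly all actives have a fitted effect of over 55% in size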
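Luminescent CellTiter-Glo readout after 48 hours of compound exposure at 37 degrees C defined viability of HT-1080-NT cells. Activity was normalized to DMSO wells and cell-free media wells; concentration-response curves were fitted and assigned curve classes.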
GLP-1R inv ag – GLP-1 receptor (human) inverse agonism; P43220; HEK293 GLP-1R CRE-luciferase, luminescence, 24 h; GLP-1R form is constitutively active; Potency, µM (titrated, usually from 38.3 µM), for inactives: top-dose activity change, negative = inhibition, usual class: inhibitors; hit rate 1.6% among 410,000; note: % is set by controls: 0 for no effect and ±100 for the full control effect; nearly all actives have a fitted effect of over 55% in size
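qHTS in 1536-well format: reporter HEK293 cells expressing constitutive GLP-1R activity in DMEM + 10% Nu serum, 24 hr with compounds at 37 deg C, luminescence read after 12 min with detection reagent.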
HT1080 IDH1KD tx – toxicity to HT-1080 IDH1 knockdown cells (counter line) | HT-1080 IDH1 knockdown viability, ATP luminescence, 48 h | hit rate 2% among 360,000 | Potency, µM (doses to about 46.1 µM), for inactives: at the top dose activity, negative = toxicity, usual class: cytotoxic | AID 686971;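 note: 0% = DMSO wells and -100% = cell-free medium wells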
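Cytotoxicity counter-line: IDH1KD HT-1080, 48 h, CellTiter-Glo. Curves classed by r2, magnitude and activity.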
TDP-43 yeast inh – rescues yeast growth from TDP-43 toxicity; TDP-43 expressing yeast growth rescue, BacTiter-Glo, 24 h; Potency, µM (highest dose often 46.1 µM), inactives show top-dose growth rescue (activation), hits mostly activators; hit rate 1.8% among 410,000; note: % of control where 0% means no effect; nearly all actives have a fitted effect of over 50% in size
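Growth rescue of TDP-43-toxic yeast measured as ATP luminescence (BacTiter-Glo). Cells grown to mid-log in raffinose, induced in galactose at OD600=0.02, exposed to compound 24 hr at 30 deg C.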
* hit, by the source's call; u = inconclusive; x = not tested or not shown; [ ] = another dose, or the depositor's remark. Calls come from the whole dose curve; as a rule, active = well fitted curve in the direction sought with a large enough effect; inconclusive = small, poorly fitted or top-dose-only effect, or another doubt; inactive = no such curve, though single readings can be large; an effect the other way counts as inactive or inconclusive. Potency is the fitted concentration of half-maximal effect.

SMILES | KB-3-1 tox | HEK293 tox | KB-V1 cytotox | GLP-1R agonist | SW480 rereplic | HT1080-NT tox | GLP-1R inv ag | HT1080 IDH1KD tx | TDP-43 yeast inh
COc1ccc(CCNC(=O)c2cc(C)nc3c2c(C)nn3-c2ccccc2)cc1OC | 18% | -14% | -30% | -5% | x | x | -19% | x | -1%
COc1ccc(C)cc1-n1nnc(C(=O)Nc2cccc(SC)c2)c1C | 6% | 7% | -4% | x | x | x | u | x | 4%
C=CCn1c(O)c(C=Nc2ccccc2)sc1=S | -4% | -14% | -17% | 10% | 20% | -12% | 1% | -14% | 0%
Nc1cccc(-c2cc(-c3ccccc3)nc(-c3cccc(N)c3)n2)c1 | 9% | 4%[1.53 µM] | -19% | -3% | u | -19% | u | -22% | 14µM*
Cc1cc(C(=O)OCC(=O)Nc2nc(-c3ccccc3)cs2)c(C)o1 | -3% | -18% | 1% | -25% | 6% | -2% | 0% | -18% | -2%
COc1ccc(N2Cc3ccccc3C2=O)cc1 | u | -4% | u | -8% | -60%[inhibitor] | u | u | u | 17%
CC(=O)N1CC(C)Oc2ccc(S(=O)(=O)NC(CC(=O)O)c3ccccc3)cc21 (stereo not drawn) | 12% | -1% | 0% | -4% | x | 9% | 3% | 9% | -7%
CCOc1ccccc1C(=O)Nc1cccc(-c2nnc(-c3ccccc3)o2)c1 | 12% | -12% | 13% | -5% | -7% | 2% | -5% | 4% | -1%
COc1cc(NC(=O)CN2C(=O)c3ccccc3Sc3ccc(C(=O)N4CCOCC4)cc32)cc(OC)c1OC | 8% | 6% | 6% | 3% | -1% | -4% | 48%[activator] | -12% | -8%
Cc1c(Nc2nc3ccccc3n3c(C)nnc23)cccc1C(=O)O | 19% | -5% | u | x | x | x | 14% | x | 24%
C=CCC[C@@H](CCCCC)OC(=O)/C=C/[C@H](O)[C@@H](O)C[C@@H](O)CC=C | -22% | 0% | u | 8% | x | u | u | u | u
Nc1c(N2CCCCC2)c2ccccc2oc1=O | 13% | 3% | -5% | 10% | -6% | 3% | 26% | 0% | u
CCC(=O)N1c2ccc(S(=O)(=O)CCC(=O)NCc3ccc4c(c3)OCO4)cc2CC1C (stereo not drawn) | 3% | 1% | 17% | 0% | -1% | 0% | 12% | -5% | -4%
c1coc(CNc2c3c(nc4ccccc24)CCC3)c1 | u | 10% | u | -9% | u | -7% | -3% | -13% | 16%
CCC(C)C(NC(=O)C1CCC(C)CC1)C(=O)NC(C(=O)OC)C(C)C (stereo not drawn) | 11% | -3% | u | 6% | -3% | -2% | -19% | -2%[9.24 µM] | -11%
O=C(NCC1CCCO1)c1nc2c(nnn2Cc2ccc(F)cc2)c(=O)[nH]1 (stereo not drawn) | 2% | -6% | 5% | 0% | -9% | 0% | 0% | -7% | -1%
c1ccc2oc(-c3csc(N4CCOCC4)n3)cc2c1 | -9% | 9%[0.307 µM] | u | -18% | -5% | -13% | 25%[0.307 µM] | 0% | u
CN1C(=O)c2cccc(NC(=O)C3CCCCC3)c2C1=O | 26% | -4% | u | 0% | 0% | 1% | 2% | 7% | 0%
CC1=NN(C(=O)c2ccccc2-n2cccc2)C(O)(C(F)(F)F)C1 (stereo not drawn) | 3% | u | -10% | 5% | -20% | 8% | u | 8% | -5%
Cc1ccc(NC(=O)c2ccc(NCC3CCCO3)c([N+](=O)[O-])c2)cc1Cl (stereo not drawn) | -28% | -3% | -20% | 8% | -8% | -2% | 4% | -15%[9.24 µM] | 11%
CC1CN(C2=NC(=O)/C(=C/c3ccncc3)S2)CC(C)O1 (stereo not drawn) | 13% | -1% | 13% | 0% | -13% | 11% | 5% | 0% | -12%
CCn1cc(CCC(=O)NCCc2ccccc2)c2ccccc21 | 0% | 6% | -18% | 24% | -4% | 15% | u | 10% | 18%
Cc1sc2nc(COC(=O)CNC(=O)c3ccc(C(C)(C)C)cc3)[nH]c(=O)c2c1C | 1% | -9% | -1% | 11% | 1% | 13% | 41%[activator] | 15% | 19%
COc1ccc(F)cc1-c1cc(C(=O)Nc2ccc(C)c(NS(C)(=O)=O)c2)[nH]n1 | 0% | -12% | 3% | -2% | x | u | u | u | 0%
CCSc1ncc(Cl)c(C(=O)Nc2ccccc2F)n1 | -11% | -1% | -24% | -2% | -44% | 1% | 10% | 2% | u
O=C(Nc1cccc(O)c1)c1cc(S(=O)(=O)N2CCCC2)ccc1Cl | -4% | -22% | 1% | 4% | 8% | 0% | -38% | -13% | 21%
CC(=O)C1C(c2ccc(C)cc2)c2c(n[nH]c2C)CC1(C)O (stereo not drawn) | -1% | 0% | 7% | -7% | -11% | -2% | 8% | 4% | 1%
CC(C)c1ccc(CN2CCC2(C)C(=O)Nc2cccc(Oc3ccccc3)c2)cc1 (stereo not drawn) | 0% | -11% | -26% | -6% | x | u | u | 0% | 25%
CCCCN(CCCNC(=O)C1CCN(S(=O)(=O)CC)CC1)c1ccccc1 | -20% | -5% | -2% | -1% | 1% | -27% | u | -1%[9.24 µM] | -23%
Cc1ccc(O)c(C(=O)c2cnc3c(c2)c(-c2ccc(F)cc2)c(C#N)c(=O)n3C)c1 | -26% | -10% | -26% | 17% | -1% | -8% | -51% | -1% | -17%
CCNc1nc(-c2cc(C)n(Cc3ccco3)c2C)cs1 | -2% | -5% | -20% | 0% | 7% | 0% | 8% | -2% | 9%
CC1CCN(S(=O)(=O)c2ccc3c(ccn3CC(=O)NCc3ccc(N(C)C)cc3)c2)CC1 | -26% | 7% | -3% | x | x | x | 12% | x | -13%
COc1ccc(OC)c(-c2nc(C(=O)NCCCN3CCOCC3)cc3c2[nH]c2ccccc23)c1 | -2% | 3% | u | 6% | 5% | -13% | 16% | -22% | 13%
Cc1ccccc1C(=O)Nc1nc2nc(-c3ccccc3)cc(=O)n2[nH]1 | 4% | -4% | u | x | x | x | -7% | x | 6%
CC1C(=O)N(Cc2cn(Cc3ccco3)nn2)CCS(=O)(=O)N1Cc1ccc(-c2ccc(F)cc2)cc1 (stereo not drawn) | 1% | 5% | 9% | 1% | x | 7% | -11% | 11% | 29%
COc1ccc(-c2cc(NC(C)=O)c3ncc(-c4ccc(OC)c(OC)c4)n3c2)cc1OC | u | 5% | 12µM* | 21% | x | u | 8% | u | 24%
CCOc1ccc(OCCOCCN2CCc3ccccc3C2)cc1 | 2% | -31% | -31% | 6% | -8% | 0% | -14% | 0% | 0%
COC(=O)c1ccc(COc2cccc(OC)c2)o1 | 0% | 13% | 10% | -1% | -7% | 6%[9.24 µM] | 0% | 10% | 23%
COCCNC(=O)C(c1cccs1)N(C(=O)Cn1nnc2ccccc21)c1ccc2c(c1)OCO2 (stereo not drawn) | -13% | -13% | -4% | 0% | -1% | 13% | -17% | 15% | -12%
CCOc1ccccc1C(=O)OCC(=O)Nc1cccc(S(=O)(=O)N2CCCC2)c1 | 16% | 0% | -1% | 8% | -9% | -3%[9.24 µM] | u | -1% | 9%
Cc1c(Br)c([N+](=O)[O-])nn1CC(=O)NCc1ccco1 | -1% | -4%[1.53 µM] | -11% | -11% | -2% | 3% | 13% | 5% | 22%
CCn1cc(C2=NC(C)(C)CO2)c2ccccc21 | 0% | -17% | 1% | 15% | -2% | u | 0% | u | -1%
COc1ccccc1N1CCN(C(=O)C(=O)c2cn(CC(=O)N3CCCC3)c3ccccc23)CC1 | 8% | 13% | 1% | -2% | -4% | -2% | 9% | -1% | 3%
CNC(=O)c1cc2ccc(OC)cc2oc1=O | 14% | -2% | 10% | 9% | -2% | 19% | 10% | 13% | -3%
CN(C)C(CNC(=O)c1cccs1)c1ccco1 (stereo not drawn) | 5% | 5% | 3% | 0% | 0% | 2% | 6% | 15% | 5%
O=C(O)c1cccc(Cn2c(Cl)c(/C=N/NC(=O)c3cc4ccccc4cc3O)sc2=O)c1 | 6% | -6% | -9% | 21% | -22% | -29% | -15% | -5% | 6%
COc1ccc(C(=O)OCC(=O)NC(=O)NCc2ccccc2)cc1[N+](=O)[O-] | -9% | -23% | -17% | -3% | -6% | 0% | 16% | 8% | 24%
Cc1ccc(S(=O)(=O)c2c(C)cc(C)nc2N2CCCCC2)cc1 | -15% | 18% | -29% | 5% | 2% | -3% | u | 1% | -15%
CCCCNC(=O)C1CCN(Cc2ccc(OCc3ccccc3)cc2)CC1 | -27% | u | 0% | 15% | u | u | 7.1µM* | u | 9%
O=C(Nc1cccc(-c2cnc3ccccc3n2)c1)c1cccc(NC(=O)c2ccco2)c1 | u | u | u | -15% | 3% | u | u | u | -1%
COc1ccc(Cl)cc1NC(=O)/C=C\C(=O)O | u | -10% | 17% | -1% | -4% | -1% | 2% | 8% | -17%
Cc1cccc(/C=N/NC(=O)Cn2nccc2C)n1 | 18% | 14% | 0% | 1% | 2% | 26% | 49% | 28% | -11%
Cn1c(=O)c2c(nc(NCCc3ccccc3)n2Cc2ccc(Cl)c(Cl)c2)n(C)c1=O | 3% | 0% | -14% | -1% | x | x | -5% | x | 24%

Record cards, from the list above:
`CCCCNC(=O)C1CCN(Cc2ccc(OCc3ccccc3)cc2)CC1` in the list: KB-3-1 tox = -27%; HEK293 tox = u; KB-V1 cytotox = 0%; GLP-1R agonist = 15%; SW480 rereplic = u; HT1080-NT tox = u; GLP-1R inv ag = 7.1µM*; HT1080 IDH1KD tx = u; TDP-43 yeast inh = 9%
`O=C(O)c1cccc(Cn2c(Cl)c(/C=N/NC(=O)c3cc4ccccc4cc3O)sc2=O)c1` in the list: KB-3-1 tox = 6%; HEK293 tox = -6%; KB-V1 cytotox = -9%; GLP-1R agonist = 21%; SW480 rereplic = -22%; HT1080-NT tox = -29%; GLP-1R inv ag = -15%; HT1080 IDH1KD tx = -5%; TDP-43 yeast inh = 6%
`Cc1sc2nc(COC(=O)CNC(=O)c3ccc(C(C)(C)C)cc3)[nH]c(=O)c2c1C` in the list: KB-3-1 tox = 1%; HEK293 tox = -9%; KB-V1 cytotox = -1%; GLP-1R agonist = 11%; SW480 rereplic = 1%; HT1080-NT tox = 13%; GLP-1R inv ag = 41%[activator]; HT1080 IDH1KD tx = 15%; TDP-43 yeast inh = 19%
